Hsp70 act = Hsp70 transcriptional activators, primary screen, cell-based, HeLa, Hsp70 promoter luciferase, luminescence, 10 µM. 0.04% of 200,000 active. AID 1203, 2008. HeLa Hsp70 promoter luciferase reporter; scaled: vehicle 0, proteasome-inhibitor control 100%. activation, % at 10 µM;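 active means activation above the mean across all tested compounds plus 3 SD, cutoff set per campaign, cut at about 5.5% in these data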;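 further: 100% = MG132 at 30 µM as the positive control and 0% = DMSO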
APP 5'UTR act = activators of APP 5'UTR luciferase reporter, primary screen, SH-SY5Y cells; SH-SY5Y APP 5'UTR luciferase reporter, luminescence; zero percent = DMSO vehicle wells; activation, % at 2 µM; 1% of 190,000 active;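 active means activation above a set limit, based on mean plus 3 SD of controls, cut at about 140% in these data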; further: values of inactives mirror those of a sister screen read the other way
APP 5UTR inh = inhibitors of APP translation via 5'UTR reporter, primary screen, APP 5'UTR luciferase, SH-SY5Y cells; inhibition, % at 2 µM; AID 1285, 2008; SH-SY5Y APP 5'UTR-luciferase reporter, luminescence; 0.82% of 190,000 active;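 active means inhibition above a set limit, derived from the sample mean plus 3 SD, cut at about 45% in these data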; further: values of inactives mirror those of a sister screen read the other way
FLuc stim CS = FLuc activators, initial screening, artefact control for FLuc-dependent activation tests, biochemical, ATPlite luminescence; ATPlite luciferase biochemical, 10 min; 0 = ATP-free wells, 1 = DMSO control; activation factor at 10 µM; AID 1027, 2008; Luciferin 4-monooxygenase (Photinus pyralis), P08659; 200,000 tested, under 10 active;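 active means luciferase activation factor, scaled between plate controls, of at least 2 with compound at 10 µM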
Target sequence (P08659 whole entry, looked up): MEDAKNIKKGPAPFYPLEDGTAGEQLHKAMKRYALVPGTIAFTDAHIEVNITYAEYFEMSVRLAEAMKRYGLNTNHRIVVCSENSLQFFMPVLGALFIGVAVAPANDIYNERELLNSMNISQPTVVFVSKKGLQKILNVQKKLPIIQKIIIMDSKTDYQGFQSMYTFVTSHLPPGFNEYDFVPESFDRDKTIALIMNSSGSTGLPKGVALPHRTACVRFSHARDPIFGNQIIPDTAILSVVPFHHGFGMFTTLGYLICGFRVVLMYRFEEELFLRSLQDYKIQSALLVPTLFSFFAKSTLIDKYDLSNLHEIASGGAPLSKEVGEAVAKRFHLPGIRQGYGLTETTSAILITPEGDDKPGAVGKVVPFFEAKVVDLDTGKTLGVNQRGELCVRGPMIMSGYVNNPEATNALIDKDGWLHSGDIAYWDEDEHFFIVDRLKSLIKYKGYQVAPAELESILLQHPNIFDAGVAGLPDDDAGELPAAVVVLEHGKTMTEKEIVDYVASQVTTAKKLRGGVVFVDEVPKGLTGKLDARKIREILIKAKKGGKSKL
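Material: luciferase plus luciferin reagent, cell-free. Medium: PBS buffer for ATP. Also added: ATP substrate, dispensed from a 10.24 µM working solution in PBS. Doses: test compounds dosed from 2 mM stocks in 100% DMSO. Incubation: 10 min post-reagent at room temperature. Technique: light output (luminescence). Read-out basis: luminescence gain marking luciferase activators.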
NF-kB neuron act = activators of NF-kB expression in neurons, primary screen, cell-based, HTS. AID 1239, 2008. fold change at 12.5 µM. human neuronal cells, NF-kB reporter expression; active compounds read high. 1.6% of 190,000 active; in the data active means fold change above about 3.3
FLuc inh counter = firefly luciferase enzyme inhibitors, primary screen, artefact control for luciferase-based inhibitor screens, biochemical, luminescence, ATPLite; 1.5% of 200,000 active; 10 min; inhibition, % at 10 µM;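 active means inhibition above about 50% when tested at 10 µM, limit read from the data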
G6PDH counter = L. mesenteroides G6PDH inhibitors, counter-screen for G6PDH-coupled screening assays, biochemical, Leuconostoc mesenteroides enzyme; glucose-6-phosphate dehydrogenase [Leuconostoc mesenteroides]; Purified L. mesenteroides G6PDH, diaphorase/resazurin coupled fluorescence, 45 min; inhibition, % at 5 µM; 0.12% of 200,000 active; AID 1020, 2008; in the data active means inhibition above about 50%
Redox H2O2 prof = compounds producing H2O2 with reducing agent – biochemical, NIH compound library profiling, artefact control for MLSCN library redox annotation, primary screen. AID 878, 2007. 0.03% of 200,000 active. DTT-dependent redox cycling H2O2, phenol red/HRP absorbance; 100% = 100 µM peroxide control, 0% = buffer. activation, % at 10 µM;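 active means activation of at least 50% relative to the plate's high and low controls in the primary single-dose screen; inactive means activation below 50%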;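 further: compound incubated with DTT at 0.8 mM final as the reducing agent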
STAT1 activator = STAT1 signaling activators, primary screen, cell-based, HTS, luciferase reporter. NIH 3T3 STAT1-luciferase reporter, IFN-gamma, luminescence; 100% = IFN-gamma alone, no compound. activation (% of control), % at 5.5 µM. 2.6% of 200,000 active;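 active means activation above the screen-wide mean activation plus 3 SD, cut at about 130% in these data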;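 further: raw ratio to IFN-gamma control signal so 100% means no change and 0% no light; values of inactives mirror those of a sister screen read the other way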
Efa HMGR inh = inhibitors of E. faecalis class II HMGR, primary screen, biochemical, Enterococcus faecalis; purified E. faecalis HMGR, NADPH absorbance 340 nm kinetic; 0.41% of 190,000 active; inhibition, % at 10 µM; HMG-CoA reductase (Enterococcus faecalis, mvaE);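 active means inhibition above a set limit, the median over all tested compounds plus 3 SD, cut at about 9.5% in these data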;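 further: enzyme runs in reverse so mevalonate oxidation gives rising NADPH absorbance; 0% = complete reaction with DMSO and 100% = background rate lacking mevalonate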
An asterisk follows results filed as active; · = not tested or not shown. Not a hit list; about 5.3% have a hit in one of these screens.

item	smiles	Hsp70 act	G6PDH counter	APP 5'UTR act	FLuc stim CS	NF-kB neuron act	Efa HMGR inh	Redox H2O2 prof	STAT1 activator	FLuc inh counter	APP 5UTR inh
1	O=C(CSc1nnc2n(C3CCCCC3)c(=O)c3ccccc3n12)OC1CCCCC1	-0.3	-4	0	1	0.93	2	0.1	90	-3	0
2	COC(=O)c1cccc(S(=O)(=O)N2CCCCC2)c1	0.1	3	2	1.1	1	-1	2.0	101	-6	-2
3	CCOC(=O)N1CCN(C(=O)C2CCN(S(=O)(=O)c3ccc(F)cc3)CC2)CC1	0.6	3	-11	1.1	1.3	-3	0.5	94	-7	11
4	O=C(NCc1nnc(SC/C=C/c2ccccc2)o1)c1ccco1	-0.3	5	-17	1	0.86	-2	0.1	104	-3	17
5	COCCn1c(=NC(=O)CSCC(=O)Nc2cc(C)on2)sc2cc(C(=O)OC)ccc21	-0.2	4	-6	1.1	1.3	-2	0.2	99	-9	6
6	C=CCN1C(=O)/C(=C/c2cccs2)S/C1=N\S(=O)(=O)c1ccc(F)cc1	-0.3	-10	7	1.1	1	-6	0.3	100	-6	-7
7	CCCNC(=O)c1ccc2nc(-c3ccccc3)c(-c3ccccc3)nc2c1	-0.5	-27	-4	1.1	0.41	1	3.4	109	-6	4
8	O=C(CC1(O)C(=O)N(Cc2ccccc2Cl)c2ccccc21)c1ccco1 (centres undefined)	-0.4	-2	8	1.1	2.5	-6	36	105	-7	-8
9	Cc1cccc2cc(C#N)c(SCC(=O)NCC3CCCO3)nc12 (centres undefined)	-0.4	7	-18	1	0.96	-2	0.2	100	-1	18
10	CN1CCN(C(=O)c2cnn(-c3ccccc3)c2NC(=O)c2ccccc2)CC1	-0.3	13	11	1	1.1	-1	-0.1	94	-5	-11
11	COc1cccc(NS(=O)(=O)Cc2ccccc2)c1	0.0	9	15	1.1	1.1	5	8.1	102	-13	-15
12	CC(C)(CO)Nc1nc(Nc2ccccc2)nc(Nc2ccccc2)n1	0.0	1	-6	1	0.59	-8	-0.8	93	-3	6
13	OCCN(Cc1ccccc1)Cc1ccccc1F	-0.5	-5	-8	1	1.1	0	2.1	93	1	8
14	NNC(=O)c1ccc(O)cc1O	-0.1	8	35	1.1	1.5	3	0.1	104	-8	-35
15	C=CCc1ccc(OCC(O)CN2CCCCC2)c(OC)c1 (centres undefined)	0.0	-2	26	1	1.9	-4	1.9	105	-1	-26
16	O=C(COC(=O)c1cccc(O)c1)Nc1ccc(OC(F)F)cc1	0.1	5	4	1	0.98	2	-0.1	92	-4	-4
17	COc1ccc(NC(=O)c2cccnc2SC)cc1S(=O)(=O)N1CCCCC1	-0.4	7	5	1.1	0.83	-4	0.6	98	-7	-4
18	C[N+](C)(C)CCCNC(=O)c1ccc(/C=N/O)nc1	0.2	18	20	1	1.2	-3	-0.4	102	0	-20
19	CCCC[n+]1ccn(-c2nc3ccccc3nc2[N-]S(=O)(=O)c2ccc(C)cc2)c1	-0.3	-1	-16	1.1	0.86	-5	0.3	93	-5	16
20	Cc1ccc2c(c1)nnn2C1CCN(CC(=O)Nc2ccccc2N2CCOCC2)CC1	-0.1	-6	-18	1.1	0.46	6	-4.4	88	-8	18
21	O=c1nc2ccccc2c2n1CC(CN1CCN(C(c3ccccc3)c3ccccc3)CC1)N2 (centres undefined)	-0.4	17	9	1.1	1	0	-0.1	106	-8	-9
22	CCOC(=O)CSC1=C(C#N)C(c2ccccc2OC)CC(=O)N1 (centres undefined)	-0.3	-2	-2	1	1.2	-1	-1.1	105	-4	2
23	CCOC(=O)c1sc(=NC(=O)/C=C/c2cccs2)n(C)c1C	0.1	-9	134	0.8	2.4	2	-0.1	140*	22	-134
24	CCOCCCN1CC(C(=O)NCCc2ccc(C)cc2)CC1=O (centres undefined)	-0.2	15	·	1.1	1	-2	3.2	99	-8	·
25	C=C(C)CC1N(c2cccc(OC)c2)C(=O)[C@@H]2C(C(=O)O)[C@H]3C=C[C@@]12O3 (some centres undefined)	-0.1	1	3	1	1.1	-2	1.9	106	-3	-3
26	CN1CCN(c2oc(-c3cccs3)nc2S(=O)(=O)c2ccccc2)CC1	-0.3	6	-2	1	1.2	-7	0.4	98	-4	2
27	CCCCn1c(NCCO)nc2ccccc21	-0.1	7	-8	1.1	1.1	-8	-0.4	101	-8	8
28	CCCCn1c(SCC(=O)Nc2nnc(CC)s2)nc2c1c(=O)n(C)c(=O)n2C	-0.2	3	1	1.1	1.1	-3	-0.6	102	-7	-1
29	Cc1nn(S(=O)(=O)c2cccs2)c(C)c1Sc1ccccc1	-0.4	-4	1	1	1.2	2	-4.1	108	1	-1
30	Cc1ccc(C(=O)OCc2cc3ccccc3[nH]c2=O)cc1	-0.3	9	2	1.1	0.97	3	1.5	100	-6	-2

Three compounds from above, sorted by their value in FLuc stim CS, low to high:
no. | Structure | FLuc stim CS
23 | CCOC(=O)c1sc(=NC(=O)/C=C/c2cccs2)n(C)c1C | 0.8
9 | Cc1cccc2cc(C#N)c(SCC(=O)NCC3CCCO3)nc12 (centres undefined) | 1
7 | CCCNC(=O)c1ccc2nc(-c3ccccc3)c(-c3ccccc3)nc2c1 | 1.1

A second format for 2 compounds above.
Value order: Hsp70 act	G6PDH counter	APP 5'UTR act	FLuc stim CS	NF-kB neuron act	Efa HMGR inh	Redox H2O2 prof	STAT1 activator	FLuc inh counter	APP 5UTR inh
16) O=C(COC(=O)c1cccc(O)c1)Nc1ccc(OC(F)F)cc1
→ 0.1	5	4	1	0.98	2	-0.1	92	-4	-4
6) C=CCN1C(=O)/C(=C/c2cccs2)S/C1=N\S(=O)(=O)c1ccc(F)cc1
→ -0.3	-10	7	1.1	1	-6	0.3	100	-6	-7

Next records follow:
item	smiles	Hsp70 act	G6PDH counter	APP 5'UTR act	FLuc stim CS	NF-kB neuron act	Efa HMGR inh	Redox H2O2 prof	STAT1 activator	FLuc inh counter	APP 5UTR inh
31	O=C(Nc1ccc(Cc2ccncc2)cc1)c1ccc(N2CCOCC2)c([N+](=O)[O-])c1	-0.2	3	-15	1	0.59	-1	0.7	93	-3	15
32	CC(=O)c1c(N2CCOCC2)nc(=S)n(-c2ccccc2)c1C	-0.1	-2	-2	1	1	2	-0.5	103	-3	2
33	CC(Sc1nnc2ccccn12)C(=O)Nc1ncc(Cl)cc1Cl (centres undefined)	0.1	6	6	1.1	1.2	-1	2.1	111	-6	-6
34	Cc1ccc(NC(=O)Cc2sc(C)nc2-c2ccc(C)cc2)cc1	-0.3	-1	8	1	1.2	2	0.2	96	-1	-8
35	CC1(C)Cc2c(sc3nc(NCCN4CCOCC4)n4ncnc4c23)CO1	-0.4	-2	-4	1.1	0.88	1	0.1	97	-6	4
36	Nc1nc(C23CC4CCC(CC(C4)C2)C3)cs1	-0.3	4	19	1	1.5	1	0.2	102	-5	-19
37	O=C(CNC(=O)c1cccs1)NCCN1CCC(Cc2ccccc2)CC1	0.0	7	6	1	1.2	0	0.3	90	0	-6
38	CCOC(=O)c1nn(-c2ccc(Cl)cc2)c2nc(-c3ccc(C)cc3)c(C#N)c(=O)n12	-0.2	-6	22	1.1	0.8	0	-1.7	104	-6	-22
39	CCCn1c(SCC(=O)Nc2ccc(C)c(S(=O)(=O)N3CCOCC3)c2)n[nH]c1=O	-0.3	-16	7	1	1.1	-2	0.4	91	-5	-7
40	COCCN(C(=O)CCc1nnc(CCc2c[nH]c3ccccc23)o1)C(C)C	-0.4	3	9	1.1	0.96	0	-1.1	95	-6	-8
41	CCOc1cc(/C=C(\CC(=O)O)c2nc3ccccc3s2)ccc1OC	0.1	-4	9	1	1.5	-3	-0.9	86	-1	-9
42	CC(C)n1c(/C=C/c2ccccc2)nc2ccccc21	-0.4	-15	51	0.3	1.4	-4	0.2	113	70*	-51
43	Cc1cccc(OCC(=O)NCC(=O)N/N=C/c2cccs2)c1	0.0	15	14	1	0.99	-1	-0.1	102	-5	-14
44	CC(C)(C)NS(=O)(=O)c1ccc(NS(=O)(=O)Cc2ccccc2)cc1	-0.4	1	-16	1	1	-4	0.0	93	-4	16
45	CCN(CC)c1c(-c2ccccc2)c2cc(C)ccc2[nH]c1=O	-0.1	-3	20	1	1.1	-11	-0.4	103	-2	-20
46	CC(=O)N1CC2(C)CN(C(C)=O)CC(C)(C1)C2O (centres undefined)	-0.2	10	12	1	1	0	2.0	104	0	-12
47	O=C1c2ccccc2C(=O)c2c(NCCCN(CCO)CCO)cccc21	0.0	-5	-4	1	0.93	-4	-0.2	115	4	4
48	C=CCNC(=O)/C=C/c1ccc(C(C)C)cc1	0.2	-1	39	0.6	2.2	-1	-0.6	120	39	-39
49	CCN(CC)S(=O)(=O)c1ccc(Cl)c(C(=O)Nc2nnc(C)s2)c1	-0.2	4	88	1.1	1.2	-4	-1.0	99	-6	-51
50	O=c1c2ccccc2nc(SCc2cn3ccsc3n2)n1-c1ccccc1	-0.2	-6	-8	1	1.1	-2	-3.0	94	-3	8
51	C=CCCc1ccc(C#N)c(SCc2c(C(=O)OCC)c3cc(OC(C)=O)c(Br)cc3n2C)n1	-0.1	6	-11	1	1.1	-5	0.3	97	-4	11
52	O=[N+]([O-])c1ccc(CSc2ncnc3ccccc23)cc1	-0.3	8	2	1.1	1.3	1	-2.3	99	-5	-2

Compound activity from PubChem BioAssay.
